# Yeast eIF2B: modulators of yeast eIF2B activity | S. cerevisiae eIF2B-epsilon R284H, GCN4-lacZ luminescence | inhibition, % at 25 µM (by protocol) | 27,000 compounds, 0.91% hits;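 active = mutant luminescence inhibited past about 50% while wild type luminescence and mutant growth stay under set limits, limit read from the data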; note: some compounds called inactive have numbers as strong as hits
#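 Material: yeast eIF2B-epsilon R284H mutant carrying GCN4–beta-galactosidase fusion. Medium: YPD yeast growth medium. Incubation: 16 h growth with compound at 30 °C, 90 min Beta-Glo step. Signal: Beta-Glo luminescence plus absorbance at 595 nm. Evaluation: % inhibition of reporter signal and growth versus controls. Doses: 25 µM single dose.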
# Yeast growth tox: Inhibits yeast growth, turbidity readout; S. cerevisiae wild-type growth, A595 turbidity, 16 h; growth inhibition, % at 25 µM (by protocol); 30,000 compounds, 0.3% hits; AID 685;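 active = mutant and wild-type yeast strains alike exhibit over 30% growth inhibition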;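 note: 0% = untreated cell controls and 100% = YPD media blanks without cells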
#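 System – wild-type and eIF2Bepsilon-R284H mutant S. cerevisiae, screened separately · Measured by – absorbance at 595 nm (turbidity) · Timing – 16 h compound exposure during growth at 30 °C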
# Yeast growth tox inhibition %: further read-out of Yeast growth tox, marked with its call; growth inhibition, %; S. cerevisiae eIF2Bepsilon-R284H mutant growth, A595 turbidity, 16 h;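 each compound tested once at 25 µM; 0% equals untreated cells and 100% equals cell-free medium blanks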
# Yeast eIF2B mutant toxicity: also measured in Yeast eIF2B; calls as there; growth inhibition, %; measured here: mutant yeast growth, toxicity;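 each compound tested once at 25 µM; zero equals untreated control growth and 100 equals blank medium absorbance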
# Numbers without * were called inactive; . = no result given. The list is partial; count on the stated rates, not on these rows.
# Value order: Yeast eIF2B	Yeast eIF2B mutant toxicity	Yeast growth tox	Yeast growth tox inhibition %
- COc1ccc(C2C(C(=O)Nc3cc(C)on3)c3ccccc3C(=O)N2C)cc1 (stereo unspecified)
  20	.	7	0
- CCOc1ccccc1C(=O)N(Cc1ccco1)C1CCS(=O)(=O)C1 (stereo unspecified)
  30	13	10	13
- O=C1OCCC1N1C(=O)c2ccccc2S1(=O)=O (stereo unspecified)
  2	12	-7	12
- CCCc1nnc(SCC(=O)N2CCOCC2)n1C
  -5	-26	10	-26
- COc1ccc(N2C(=O)CSC2c2cccc(F)c2)c(OC)c1 (stereo unspecified)
  13	10	-21	10
- Cc1noc(NS(=O)(=O)c2ccc(NC(=O)c3ccoc3C)cc2)c1C
  12	-4	7	-4
- COC(=O)c1cc(NCc2cccs2)ccc1N1CCOCC1
  -35	14	1	14
- O=C(NCCc1c[nH]c2ccccc12)Nc1cccc2ccccc12
  10	8	8	8
- CCN(CCNC(=O)CS(=O)(=O)Cc1nc(-c2cccc(OC)c2)oc1C)c1ccccc1
  -17	8	-1	8
- C=C(C)C(=O)Nc1ccc(OC(F)(F)C(F)F)c(NC(=O)C(=C)C)c1
  17	.	-1	0
- C=CCN(N=Nc1cccc([N+](=O)[O-])c1)c1cccc([N+](=O)[O-])c1
  .	.	28	0
- Cc1cc(C)c(S(=O)(=O)N(CC(=O)N2CCOCC2)C2CCCCC2)c(C)c1
  -16	-20	3	-20
- Cc1cccc(-n2nnc3cnn(C)c3c2=O)c1
  39	-30	-9	-30
- O=C(c1ccc(Cl)s1)N1CCc2ccccc21
  6	.	.	.
- CCN(CCNC(=O)C1CCN(Cc2nc(-c3cccc(Cl)c3)oc2C)CC1)c1ccccc1
  .	.	0	-3
- COC(=O)c1ccc(N(C(=O)CNC(=O)c2ccco2)C(C(=O)NC2CCCC2)c2ccco2)cc1 (stereo unspecified)
  -34	23	19	23
- Clc1ccc(-c2nc(NCCN3CCOCC3)c3ccccc3n2)cc1
  -1	-5	-8	-5
- CCc1cc2c(SCC(=O)c3ccc(Cl)s3)ncnc2s1
  14	5	11	5
- CCOC(=O)c1cnn(-c2ccccc2)c1-c1ccccc1
  17	22	3	22
- COc1ccc(NC(=O)C2=C(C)Nc3ncnn3C2c2ccccc2C(F)(F)F)c(OC)c1 (stereo unspecified)
  11	-10	5	-10
- Cc1nnc(SCCN2CCOCC2)n1-c1cccc(Cl)c1
  21	.	13	0
- CCS(=O)(=O)N1CCC(C(=O)NCc2ccccc2OC)CC1
  -1	3	3	3
- COc1cc2c(cc1NC(=O)Cn1cnc3c1c(=O)n(C)c(=O)n3C)oc1ccccc12
  17	-4	15	-4
- CCSc1nc2ccc(OC)cc2cc1C#N
  21	19	-16	19
- O=S(=O)(c1ccc(F)c(F)c1)N1CCN(Cc2ccc3c(c2)OCO3)CC1
  14	-18	6	-18
- Cc1cccc(C(=O)O/N=C(\N)c2ccc(Br)cc2)c1
  16	19	18	19
- O=P(O)(O)c1ccccc1OCc1ccccc1
  .	.	-11	4
- C=CCc1c(C)nc(C)nc1N/N=C/c1ccccc1O
  43	-22	1	-22
- COc1cc(=O)n2c(n1)SCCC2
  .	.	26	5
- COC(=O)Cn1c2ccc(C)cc2c2nc(C)sc21
  .	.	9	17
- CCC(=O)Nc1c(-c2ccc(OC)cc2)c(=O)c2ccccc2n1C
  14	7	7	7
- O=C(NCc1ccc2c(c1)OCO2)c1ccc(S(=O)(=O)N2CCCCC2)cc1
  .	.	3	9
- O=C(CSc1nc(-c2ccccc2)c(-c2ccccc2)[nH]1)N1CCN(S(=O)(=O)c2ccccc2)CC1
  .	.	13	5
- CCCCN(CC)Cc1c(C)[nH]c2ccccc2c1=O
  -4	.	-8	0
- O=c1[nH]c2ccccc2n1Cc1ccc(Cl)cc1
  .	.	26	15
- COc1ccccc1-c1c(C#N)c(SCC(=O)N2CCCC2)nc(C)c1C(N)=O
  -2	-3	2	-3
- CCCN1Cc2cccc(C(=O)Nc3ccc(C)cc3)c2C1=O
  -22	-22	1	-22
- O=C(CCC1CCCC1)NC1CCCCC1
  12	.	4	0
- CC(C(=O)N1c2ccccc2CCc2ccccc21)n1nnc(-c2ccc(N(C)C)cc2)n1 (stereo unspecified)
  6	-3	-4	-3
- Cn1c(C(=O)Nc2ccc3c(c2)OCCO3)cc2sccc21
  5	15	-6	15
- COc1ccc(S(=O)(=O)Nc2nncs2)cc1
  11	.	-5	0
- CCOc1ccccc1OCCCCCc1c(C)n[nH]c1C
  -1	18	15	18
- O=C(CS(=O)(=O)c1ccccc1)Nc1nc(-c2ccccc2)cs1
  -1	.	21	0
- CC(=O)Cc1nsc(NC(=O)c2c(-c3ccccc3Cl)noc2C)n1
  29	.	1	0
- CC(=O)C1=C(C)Nc2ncnn2C1c1ccc(Cl)cc1Cl (stereo unspecified)
  3	3	7	3
- CCOC(=O)N1CCC2(CC1)C(C#N)=C(N)Oc1n[nH]c(CSc3ccc(C)cc3)c12
  14	7	-8	7
- O=C(c1ccccc1NS(=O)(=O)c1cccs1)N1CCCC1
  .	.	11	0
- C=CCNC(=O)C1CCN(c2nc(C)cc(-c3ccccc3)n2)CC1
  18	5	-6	5
- CN(C)CCCOC(=O)c1ccc(Br)cc1
  -5	19	18	19
- C(=N\n1cnnc1)/c1ccc2c(c1)OCCO2
  .	.	2	-4

# Next compounds
# Value order: Yeast eIF2B	Yeast eIF2B mutant toxicity	Yeast growth tox	Yeast growth tox inhibition %
- Cc1cccc2c(=O)c(C(=O)NCc3cccs3)c[nH]c12
  16	-10	-11	-10
- OCCCNCc1cccc2ccccc12
  8	15	0	15
- NC(=O)c1ccccc1NC(=O)/C=C/C(=O)O
  .	.	15	28
- O=C(CCn1c(=O)c2ccccc2n(CC(=O)NC2CCCC2)c1=O)NCCc1ccc(Cl)cc1
  .	.	-13	-3
- CCCCc1ccc(S(=O)(=O)Nc2cc(C)on2)cc1
  -6	.	5	0
- CCOc1ccc(N(Cc2cc3ccc(C)cc3[nH]c2=O)C(=O)COC)cc1
  .	.	14	7
- CC1(C)CC(=O)c2cnc(NC(=O)c3ccco3)nc2C1
  -9	11	13	11
- COC(=O)C(C(=O)OC)c1ccccc1[N+](=O)[O-]
  24	13	6	13
- COc1ccccc1-c1nn2c(=O)cc(C)nc2s1
  16	26	21	26
- COc1ccccc1Nc1ncccc1C(=O)NCc1ccccc1
  20	7	1	7
- Cc1cc(C)cc(Oc2nc(-c3ccccc3)cc(C)c2S(C)(=O)=O)c1
  -19	8	3	8
- O=S(=O)(NCC1CCCO1)c1ccc(S(=O)(=O)N(Cc2ccccc2F)C2CCCCC2)cc1 (stereo unspecified)
  22	.	-3	0
- Cc1ccc(CS(=O)(=O)CCC(=O)NCC2CCCO2)cc1 (stereo unspecified)
  6	-4	3	-4
- CCOC(=O)CNC(=O)CSc1nc(C)cc(C)c1C#N
  22	16	7	16
- COc1ccc(OC)c(NC2=NC3(CCCC3)N=C(N)N2)c1
  .	.	12	-4
- COC(=O)[C@H](CCSC)NC(=O)Nc1ccc(OC)cc1
  -35	19	15	19
- c1ccc2c(c1)oc1c(Nc3ccc(CN4CCOCC4)cc3)ncnc12
  18	4	5	4
- CCn1c(C)nc2cc(S(=O)(=O)C(F)F)ccc21
  .	.	11	9
- Cc1ccc(-n2c(SCC(N)=O)nnc2-c2ccccn2)cc1C
  2	33	20	33
- CN1C(=O)CC(C(=O)O)SC1=Nc1cc(Cl)c(O)c(Cl)c1 (stereo unspecified)
  14	13	12	13
- CCOC(=O)C1CCN(c2ncnc3c2oc2ccc(Cl)cc23)CC1
  -11	4	9	4
- Cc1ccc(S(=O)(=O)N2CCC(C(=O)Nc3ccc4c(c3)OCO4)CC2)cc1
  15	3	-8	3
- Cc1nn(C)c(C)c1N1C(=O)c2cccc3c(Br)ccc(c23)C1=O
  -21	-8	8	-8
- CC1(C)CC(O)C(CCC(O)c2ccccc2)C(C)(C)N1 (stereo unspecified)
  10	17	9	17
- CCOc1ccc(NC(=O)CNC(=O)c2cn(-c3ccccc3OC)c(=O)c3ccccc23)cc1
  26	22	8	22
- O=C(c1ccco1)N1CCN(C/C=C/c2ccccc2)CC1
  13	4	0	4
- CC1(C)N=C(c2cccs2)C(C)(C)N1O
  26	-5	13	-5
- Cn1nnnc1SCCNCc1cccnc1
  0	2	-21	2
- Cc1occc1C(=O)Nc1cc(C(C)(C)C)on1
  50	9	4	9
- COc1nc(-c2ccccc2)cc(C(F)(F)F)n1
  34	7	-18	7
- Cn1c(-c2ccc3c(c2)OCO3)cnc1NCc1ccc(Cl)cc1
  18	-5	-5	-5
- CC1Cc2nc(SCC(=O)NCC3CCCO3)n(Cc3ccccc3)c(=O)c2S1 (stereo unspecified)
  4	14	11	14
- O=C1Nc2c(Br)cc(Br)cc2C1(O)N1CCOCC1 (stereo unspecified)
  .	.	-5	2
- Cc1c(C(=O)Nc2ccc3c(c2)OCO3)sc2ncn(CC(=O)N3CC(C)CC(C)C3)c(=O)c12 (stereo unspecified)
  .	.	-23	-15
- COc1cc(NC(=O)CCCSc2nc(-c3ccco3)cc(C(F)(F)F)n2)cc(OC)c1OC
  26	-4	-19	-4
- CC1(C)CC(=O)C=C(Nc2cccc(O)c2)C1
  -19	.	-8	0
- COc1c(C(C)C)cc(NC(C)=O)cc1C(C)C
  22	12	12	12
- CN(c1cccc(NS(=O)(=O)c2cccs2)c1)S(C)(=O)=O
  -17	.	18	0
- COC(=O)C(CCSC)NC(=O)CNC(=O)C1CCCCC1 (stereo unspecified)
  22	19	7	19
- COc1ccc(C2C(C(=O)N3CCOCC3)c3ccccc3C(=O)N2c2ccc(OC)cc2)cc1 (stereo unspecified)
  -8	-7	2	-7
- Cc1ccc(-n2c(Cc3cccn3C)nnc2SCC(=O)NCc2ccc3c(c2)OCO3)cc1
  3	-22	23	-22
- COc1ccc(S(=O)(=O)Nc2cc(C)c(O)c(S(=O)(=O)c3ccccc3)c2)cc1
  -3	35	2	35
- O=C(c1ccncc1)N1CCN(c2cccc(C(F)(F)F)c2)CC1
  -2	10	4	10
- CCOC(=O)c1c(C)oc2cc(Br)c(OCC(N)=O)cc12
  43	-48	-63	-48
- COC(=O)c1ccc(NC(=O)CN(Cc2ccc(Cl)cc2)S(C)(=O)=O)cc1
  17	.	16	0
- CCN(CC)CCCN=Cc1c(O)n(Cc2ccccc2)c(=O)c2ccccc12
  15	2	-17	2
- CCCCCC/C(=N\NS(C)(=O)=O)c1ccccc1
  17	-6	12	-6
- COc1cccc(-c2nnc3sc(-c4cccs4)nn23)c1
  4	-52	-41	-52
- CCNC(=O)N1CCNC(=O)C1CC(=O)Nc1ccc(C(=O)OCC)cc1 (stereo unspecified)
  21	-9	10	-9
- COc1ccc(NC(=O)CSc2nnc(-c3cccs3)n2-c2ccccc2)cc1
  6	2	-11	2

# The list goes on:
# Value order: Yeast eIF2B	Yeast eIF2B mutant toxicity	Yeast growth tox	Yeast growth tox inhibition %
- CCCCc1nc(NCCNC(=O)c2ccccc2)c(C#N)c2c1CSC(C)(C)C2
  .	.	24	45
- Cc1ccc(SCC(=O)NC(C)(C)C)cc1
  19	-22	15	-22
- Cc1cc(OCCOCCNC(C)C)cc(C)c1Cl
  10	20	16	20
- CCOC(=O)c1cnc(SC2CCc3ccccc3C2=O)nc1N (stereo unspecified)
  -1	4	8	4
- CC(=O)c1cn(CC(=O)Nc2c(C)cccc2C)c2ccccc12
  15	-18	16	-18
- CC1SC(=NC(=O)c2ccco2)NC1=O (stereo unspecified)
  -20	21	-10	21
- C=CCNCC#CCOc1ccc(OC)cc1
  -60	6	0	6
- CCOC(=O)C(Cc1c(F)cccc1F)(NC(C)=O)C(=O)OCC
  -2	-10	-8	-10
- O=C(c1ccccc1)c1ccc(Oc2ncccn2)cc1
  11	-4	3	-4
